# Source: PubChem
# PP5 inh: blocks human protein phosphatase 5 activity | purified PP5c, OMFP substrate fluorescence | inhibition, % at 6.7 µM | 320,000 compounds, 0.18% hits | AID 1987;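 active means inhibition above the campaign's mean inhibition across all tested compounds plus 3 SD, cut at about 9.5% in these data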;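 further: 0% = DMSO only and 100% = 100 µM cantharidin control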
# procasp3 activ: activates human procaspase-3 | recombinant procaspase-3 D3A, Ac-DEVD-pNA absorbance 405 nm | P42574 | 330,000 compounds, 0.11% hits | AID 463141 | activation, % at 8.5 µM;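 active means activation above the mean of all tested compounds plus 3 SD, cut at about 21% in these data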;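 further: 0% = DMSO alone and 100% = DMSO wells spiked with extra 5 µM PC-3 D3A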
#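 Assay system – Procaspase-3 D3A mutant, all three cleavage aspartates alanine · Controls – DMSO-only low control, 5 µM PC-3 D3A high control · Schedule – 1 h compound preincubation, 2 h substrate hydrolysis at 25 °C · Signal – 405 nm absorbance of p-nitroaniline, reads at 0 and 120 min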
# PP1 counter: PP1-alpha (human) inhibition in PP5 counter-screen; P62136; purified PP1alpha, OMFP fluorescence; inhibition, % at 6.7 µM; 320,000 compounds, 0.9% hits; AID 2235;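 active means inhibition above the mean inhibition of all tested compounds plus 3 SD, computed separately for each screening campaign, cut at about 15% in these data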
# HCV core dimer: HCV core protein dimerization inhibition; TR-FRET GST/Flag-core106 dimerization, 1536-well; inhibition, % at 5 µM; 300,000 compounds, 0.33% hits; AID 1899;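 active means inhibition above the mean of all tested compounds plus 3 SD, set per screening campaign, cut at about 45% in these data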
#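 Assay system: Tagged HCV core106 pair (GST and Flag) | Buffer or medium: KF-containing HEPES buffer, pH 7.45, DTT, CHAPS, BSA | Also added: Eu donor and XL665 acceptor anti-tag antibodies | Dosing: One concentration, 5 µM, in 0.5% DMSO | Timing: 4 h at 22.5 °C | Technique: TR-FRET 671 and 617 nm emission | Repeats: Singlicate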
# GRK2 aptamer HTS: human GRK2 inhibition via aptamer displacement. bead flow cytometry, FAM-aptamer displacement from GRK2. inhibition of aptamer binding, % at 10 µM. 330,000 compounds, 0.59% hits. AID 488847;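 active means inhibition of aptamer binding above 40%, roughly 3 SD of noise, on plates passing a quality check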;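 further: median bead fluorescence of bound FAM aptamer so fluorescent compounds give negative values; no value below 0 was filed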
# VLA-4 inh: inhibition in a human VLA-4 binding assay; inhibition, % (about 7 µM as worked out from the volumes in the protocol); VLA-4 expressing cells, ligand binding flow cytometry; 330,000 compounds, 0.2% hits; P13612; in the data active means inhibition above about 50%
# Target sequence (P13612 whole entry, looked up): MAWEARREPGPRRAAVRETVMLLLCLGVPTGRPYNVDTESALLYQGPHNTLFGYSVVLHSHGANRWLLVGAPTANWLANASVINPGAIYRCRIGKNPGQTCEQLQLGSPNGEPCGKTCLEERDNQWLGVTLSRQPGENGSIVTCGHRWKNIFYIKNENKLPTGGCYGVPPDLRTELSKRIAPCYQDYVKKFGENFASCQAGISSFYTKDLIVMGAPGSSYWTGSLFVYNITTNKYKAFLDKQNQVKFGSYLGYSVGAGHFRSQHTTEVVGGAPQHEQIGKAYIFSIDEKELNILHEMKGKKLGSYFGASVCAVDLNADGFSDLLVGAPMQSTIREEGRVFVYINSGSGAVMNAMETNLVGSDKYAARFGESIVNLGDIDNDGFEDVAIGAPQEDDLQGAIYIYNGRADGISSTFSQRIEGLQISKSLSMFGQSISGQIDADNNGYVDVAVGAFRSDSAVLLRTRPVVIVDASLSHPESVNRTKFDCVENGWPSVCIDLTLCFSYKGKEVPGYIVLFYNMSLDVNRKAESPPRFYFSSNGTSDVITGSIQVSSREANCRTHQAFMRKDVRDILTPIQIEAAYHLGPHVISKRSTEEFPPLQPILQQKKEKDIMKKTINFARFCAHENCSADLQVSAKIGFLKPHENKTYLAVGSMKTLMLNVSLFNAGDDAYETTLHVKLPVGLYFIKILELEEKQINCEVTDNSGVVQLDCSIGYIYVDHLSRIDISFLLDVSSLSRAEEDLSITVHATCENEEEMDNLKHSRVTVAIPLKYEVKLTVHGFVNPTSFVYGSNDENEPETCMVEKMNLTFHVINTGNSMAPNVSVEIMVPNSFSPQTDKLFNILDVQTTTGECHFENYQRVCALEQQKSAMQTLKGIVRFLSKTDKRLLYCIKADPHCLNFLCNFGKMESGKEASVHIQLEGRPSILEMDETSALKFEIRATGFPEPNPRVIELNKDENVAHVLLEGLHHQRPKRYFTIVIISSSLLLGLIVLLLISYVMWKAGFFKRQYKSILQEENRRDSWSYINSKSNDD
# CTSL1 counter: blocks F. hepatica cathepsin L1 in PFM18AAP counter-screen; recombinant F. hepatica cathepsin L1, Z-Leu-Arg-MCA fluorescence; inhibition, % at 5.96 µM; 300,000 compounds, 0.49% hits; AID 1906;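 active means inhibition above the mean of all tested compounds plus 3 SD, set per screening campaign, cut at about 17% in these data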;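 further: 0% = plate median of test compound wells and 100% = 1 µM Z-Phe-Ala-diazomethylketone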
# GASC-1 inh: inhibitors of human GASC-1 (JMJD2C) demethylase. inhibition, % at 2.35 µM. 330,000 compounds, 0.069% hits. GST-JMJD2C(1-420) H3K9me3 demethylation, DELFIA europium. Q9H3R0;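 active means more than half of a compound's replicate wells show inhibition beyond 50%, single wells judged on their own value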;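 further: signal counts dimethyl H3K9 product captured on neutravidin plate; 0% = median of DMSO wells and 100% = 0.3 times that DMSO median; strong numbers were not always called active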
# proCasp7 act: activates human procaspase-7, counter-screen for procaspase-3 activators. 330,000 compounds, 0.093% hits. P55210. activation, % at 8.5 µM. recombinant procaspase-7, Ac-DEVD-pNA absorbance 405 nm; D23A/D198A/D206A triple mutant, cannot self-cleave; scale: DMSO 0, 5 µM enzyme 100;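 active means percent activation above the screen-wide mean plus 3 SD, cut at about 25% in these data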
#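 Assay system – Uncleavable procaspase-7 mutant enzyme · Quantity – 2 µM procaspase-7 mutant as dispensed · Times – 1 h preincubation, 2 h reaction · Dosing – single nominal 8.5 µM compound dose, 0.8% DMSO final · Buffer or medium – Zinc-free 50 mM HEPES buffer, pH 7.4, with NaCl and Triton X-100 · Detection – Epi-absorbance of released pNA at 405 nm, two timepoints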
# An asterisk follows results filed as active; · = no result given.
1. O=C(COc1c(Br)cc(Br)c2cccnc12)Nc1ccccc1F
2. CC(Oc1ccc(Cl)cc1Cl)c1nc(-c2ccc(NC(=O)c3ccccn3)cc2)no1 (centres undefined)
3. Cc1cc(C)n(CCN(C)C(=O)c2cc(COc3c(F)cccc3F)on2)n1
4. Cc1ccc(C(=O)NNC(=O)c2ccc(S(=O)(=O)N3CCOCC3)cc2)cc1
5. COc1cc(OC)c(NC(=O)C(=O)CC(=O)c2ccc(C)cc2C)cc1Cl
6. CCOc1ccc(-c2csc(NC(=O)c3ccc(S(=O)(=O)N4CCc5ccccc5C4)cc3)n2)cc1
7. COC(=O)c1cc(OCC(=O)Nc2ccc3c(c2)CCC3)cc(C(=O)OC)c1
8. COc1ccccc1CNS(=O)(=O)c1ccc2c(c1)CC(C)N2C(=O)C1CC1 (centres undefined)

compound no.,1,2,3,4,5,6,7,8
PP5 inh,0.2,2.6,1.9,2.1,1.3,0.5,·,1.6
procasp3 activ,-7.0,-2.0,-0.9,-0.5,-0.8,11.1,5.7,0.7
PP1 counter,-0.9,-3.4,-3.0,2.2,4.9,-0.5,·,0.5
HCV core dimer,5.7,-4.4,3.7,-10.8,-2.0,31.3,·,-0.3
GRK2 aptamer HTS,0.0,1.0,4.0,1.0,0.0,1.0,1.0,0.0
VLA-4 inh,18.3,-12.9,0.0,11.8,8.4,2.9,3.1,-1.8
CTSL1 counter,0.5,1.0,1.9,3.1,3.4,0.6,·,0.3
GASC-1 inh,2.3,·,2.5,7.3,-5.0,-4.3,4.8,1.2
proCasp7 act,9.4,9.4,-6.2,0.0,-6.6,-2.9,1.8,3.8

9. Cc1ccc(O)c(C=Nc2ccc3[nH]ncc3c2)c1
10. Cc1ccc2nc3c(cc2c1)c(NC(=O)c1ccco1)nn3CC(C)C
11. Cc1ccc2c(c1)N(C(=O)CCC(=O)N1CCC(C(N)=O)CC1)CC(C)O2 (centres undefined)
12. O=C(Cc1ccccc1[N+](=O)[O-])N1CCN(S(=O)(=O)c2ccccc2)CC1
13. Nc1nc2c(C(=O)N3CCOCC3)nnn2c2ccccc12
14. CCN(Cc1ccccc1)C(=O)Cn1c(=O)n(-c2ccc(OC)cc2OC)c(=O)c2c(C)c(C)sc21
15. CCCCN(CC)CCNC(=O)c1[nH]c(C)c(C(C)=O)c1C
16. C(=N\c1c(-c2ccccc2)nc2n1CCS2)/c1ccccc1

compound no.,9,10,11,12,13,14,15,16
PP5 inh,3.9,3.1,-2.0,0.6,0.1,-0.5,-2.2,1.9
procasp3 activ,-1.9,52.2*,1.8,2.1,0.9,0.0,7.3,-0.4
PP1 counter,0.9,0.5,-0.8,-2.8,-2.8,3.8,-4.0,-7.0
HCV core dimer,-5.3,-5.6,-2.6,-0.2,-4.9,13.6,-1.7,-12.3
GRK2 aptamer HTS,0.0,0.0,0.0,0.0,1.0,0.0,0.0,1.0
VLA-4 inh,0.3,15.6,-0.6,-0.6,-0.6,8.7,-0.3,-3.9
CTSL1 counter,-1.9,2.6,0.8,-1.1,1.0,0.2,0.7,0.8
GASC-1 inh,0.0,24.2,13.9,-3.0,-6.9,-1.5,1.0,3.5
proCasp7 act,1.6,63.9*,-11.0,-0.1,13.3,5.0,3.2,0.8

17. Cc1ccccc1CNC(=O)CN1C(=O)c2ccccc2S1(=O)=O
18. CC(=O)Nc1ccc(S(=O)(=O)Nc2nc3ccccc3nc2Nc2ccccc2)cc1
19. C=CCn1c(N)c(C(=O)N2CCOCC2)sc1=S
20. CN(c1ccccc1)S(=O)(=O)c1ccc(C(=O)NCc2ccccn2)cc1
21. Cc1onc(-c2c(F)cccc2Cl)c1C(=O)NCc1ccccn1
22. COc1cc(NC(=S)NCCCN2CCOCC2)cc(OC)c1OC
23. COc1ccc(F)cc1C1=CC(=O)C[C@H](c2ccc3c(c2)OCO3)C1
24. Cc1cccc(C)c1NC(=O)Cn1c(CN2CCCCC2)nc2ccccc2c1=O

compound no.,17,18,19,20,21,22,23,24
PP5 inh,1.0,3.6,2.8,-1.6,2.1,1.0,2.9,-1.9
procasp3 activ,-6.7,12.3,0.4,0.6,-1.2,-9.6,12.2,-6.1
PP1 counter,-3.9,1.6,-1.7,-1.0,-1.9,-6.1,0.3,1.6
HCV core dimer,3.2,-3.8,-1.7,-1.4,-1.1,-11.3,·,-0.3
GRK2 aptamer HTS,0.0,1.0,3.0,1.0,0.0,2.0,41.0*,0.0
VLA-4 inh,1.9,-4.0,7.3,-4.3,37.1,3.4,0.6,0.9
CTSL1 counter,-0.2,5.0,3.7,-1.6,-1.1,-4.8,·,0.1
GASC-1 inh,8.6,-0.1,2.0,-13.3,2.9,-3.7,-2.6,5.8
proCasp7 act,-7.5,-2.1,-23.6,10.6,-3.5,7.0,7.2,9.7

25. COc1ccc(C2C(C(C)=O)=C(O)C(=O)N2c2cccnc2)c(OC)c1 (centres undefined)
26. O=C(CCn1cnc2ccccc2c1=O)Nc1nc2c(s1)CCCC2
27. COc1ccccc1N(CN1CCCC1=O)C(=O)COc1ccccc1
28. CCNS(=O)(=O)c1cccc(C(=O)c2c(C)cc3ccccn23)c1
29. C[C@H](NC(=O)c1nc[nH]c1C(=O)N[C@@H](Cc1ccccc1)C(=O)OCc1ccccc1)c1ccccc1
30. CC(OC(=O)c1nn(C(C)C)c(=O)c2ccccc12)C(=O)Nc1ncc(Cl)cc1Cl (centres undefined)
31. CCCCOc1ccc(C(=O)NCC(=O)NCc2ccncc2)cc1
32. COc1cc(C(=O)NCc2nnc(SCC(=O)c3ccccc3)o2)cc(OC)c1OC

compound no.,25,26,27,28,29,30,31,32
PP5 inh,1.7,-4.0,-1.1,-0.7,-2.1,2.5,0.0,0.7
procasp3 activ,3.9,-7.9,-29.9,-6.3,7.6,-3.0,7.2,10.4
PP1 counter,4.2,-6.2,0.3,0.0,8.5,1.6,-4.4,-1.2
HCV core dimer,-0.7,1.3,2.5,2.4,-6.9,0.7,0.2,1.1
GRK2 aptamer HTS,2.0,0.0,5.0,3.0,4.0,3.0,0.0,0.0
VLA-4 inh,0.0,-1.2,19.2,18.5,4.3,7.5,-3.9,2.5
CTSL1 counter,3.0,3.1,-4.5,1.2,7.4,0.2,4.4,-1.1
GASC-1 inh,·,0.0,12.3,8.9,-2.7,4.7,-2.1,-4.8
proCasp7 act,3.9,-4.1,-3.0,2.1,-11.3,8.8,3.0,-0.1

33. O=C(OCn1nnc2ccccc2c1=O)c1cc(-c2ccccc2Cl)nc2ccccc12
34. CCc1ccc2c(c1)C(O)(CC(=O)c1cccs1)C(=O)N2 (centres undefined)
35. O=[N+]([O-])c1cccc(C(=S)N2CCN(c3ccccc3F)CC2)c1
36. CCN(CC)CCN(Cc1cc2cc3c(cc2[nH]c1=O)OCO3)C(=S)NCCOC
37. O=c1c(-c2ccccc2)coc2c(CN3CCOCC3)c(O)ccc12
38. COc1ccc(NS(=O)(=O)c2ccc(NC(=O)c3ccc(N(C)S(C)(=O)=O)cc3)cc2)cc1
39. Cc1cc(C)nc(NC(=O)c2ccc([N+](=O)[O-])o2)n1
40. Cc1cccc(NC(=O)CCS(=O)(=O)c2cccc3nsnc23)c1C

compound no.,33,34,35,36,37,38,39,40
PP5 inh,-0.1,-6.5,2.3,3.9,0.4,2.6,0.1,0.3
procasp3 activ,-0.4,-9.8,-9.7,-2.9,9.7,9.8,7.9,-1.6
PP1 counter,-6.6,2.3,-1.8,-7.4,-3.3,1.1,-4.8,-0.9
HCV core dimer,-3.7,1.3,2.4,-10.6,2.6,-8.0,7.1,-1.1
GRK2 aptamer HTS,0.0,0.0,2.0,0.0,2.0,0.0,27.0,3.0
VLA-4 inh,3.7,0.0,1.1,4.4,0.5,0.7,11.2,-12.1
CTSL1 counter,0.0,3.2,1.3,-5.2,4.4,7.3,0.0,-32.9
GASC-1 inh,6.2,2.1,-12.7,-7.7,0.4,-12.1,-4.3,7.5
proCasp7 act,10.8,0.5,-7.1,4.6,7.5,7.8,6.4,-3.9

41. Cc1ccccc1CSc1nnc(NC(=O)C2COc3ccccc3O2)s1 (centres undefined)
42. COCCN(Cc1nc2ccccc2c(=O)[nH]1)C(=O)COc1cccc(C(C)=O)c1
43. Clc1ccc(-n2nnc(-c3cccnc3Cl)n2)cn1
44. CC(=O)Nc1cc2c(cc1NC(=O)c1cnccn1)OCCO2
45. CCC12CC3CC(C1)CC(C(=O)NNC(N)=O)(C3)C2
46. CCN(CC)CCCNC(=O)c1cc(Nc2ccc(OC)cc2OC)nc2ccccc12
47. Cc1ccc(C2Oc3ccccc3C3=C2C(c2cccs2)n2ncnc2N3)cc1 (centres undefined)
48. CCc1nnc(NC(=O)CSc2nccn2-c2ccccc2)s1

compound no.,41,42,43,44,45,46,47,48
PP5 inh,1.8,1.7,1.4,3.5,-0.8,1.7,2.6,-1.3
procasp3 activ,-2.5,12.8,8.3,-2.4,-5.9,7.6,7.1,3.6
PP1 counter,2.9,-1.2,-0.4,0.4,-4.0,0.9,9.9,0.1
HCV core dimer,3.2,·,-13.6,-2.4,3.0,-12.5,13.2,-1.0
GRK2 aptamer HTS,0.0,0.0,0.0,0.0,0.0,0.0,2.0,0.0
VLA-4 inh,3.3,-10.7,14.8,5.4,6.5,8.0,1.2,6.0
CTSL1 counter,-3.7,·,1.1,-2.3,-2.6,3.4,5.0,-1.3
GASC-1 inh,3.3,0.6,-1.6,5.5,-2.2,2.2,4.5,-6.5
proCasp7 act,13.1,-0.7,-5.0,-2.9,1.5,2.6,1.3,3.8

49. CN(C)c1cccc2c(S(=O)(=O)Nc3ccccn3)cccc12
50. COc1cccc(C(C)NC(=O)C2CCCC2)c1 (centres undefined)
51. C=CCCN(C1CCCC1)S(=O)(=O)c1ccccc1Br
52. O=C(Nc1ccc(SC(F)F)cc1)c1ccc2c(=O)n3c(nc2c1)CCC3
53. COc1ccc(Cl)cc1C(=O)NNC(=S)NC1CCCC1

compound no.,49,50,51,52,53
PP5 inh,3.4,-0.1,3.1,0.8,-0.4
procasp3 activ,1.9,-3.0,8.0,3.6,4.4
PP1 counter,2.8,-3.1,4.7,0.5,1.3
HCV core dimer,-1.6,3.1,4.8,·,-2.8
GRK2 aptamer HTS,0.0,0.0,2.0,2.0,0.0
VLA-4 inh,14.1,9.2,10.2,8.2,9.0
CTSL1 counter,16.1,-0.9,0.1,·,5.4
GASC-1 inh,6.5,-4.8,10.7,16.0,8.0
proCasp7 act,-1.8,-0.5,9.5,-6.1,2.7
